KB-V1 cytotox: KB-V1 MDR subline cytotoxicity; 3.4% of 400,000 active; AID 1347076; KB-V1 MDR cells viability, CellTiter-Glo, 72 h; Potency, µM (doses to about 46.1 µM), for the others: at the top dose activity change, negative = cytotoxicity, actives largely listed as cytotoxic; further: potency means the concentration at half of the fitted maximal effect; on the % scale 0 is the no-effect control and ±100 the full control effect; nearly all actives have a fitted effect of over 60% in size
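Potencies derive from concentration-effect curves fitted to normalized luminescence (CellTiter-Glo) of KB-V1 cells treated for 72 h at 37 degrees C in phenol-red-free DMEM containing 10% FBS.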
DRD3 agonist: agonists of human D3 dopamine receptor. P35462. D3R DiscoveRx beta-arrestin cells, luminescence, 90 min. max activation, %. 0.58% of 410,000 active. AID 652048; in the data active means max activation above about 30%; further: 0% is about no effect; mostly tested at two doses, the higher about 12 µM
Target sequence (P35462 whole entry, looked up): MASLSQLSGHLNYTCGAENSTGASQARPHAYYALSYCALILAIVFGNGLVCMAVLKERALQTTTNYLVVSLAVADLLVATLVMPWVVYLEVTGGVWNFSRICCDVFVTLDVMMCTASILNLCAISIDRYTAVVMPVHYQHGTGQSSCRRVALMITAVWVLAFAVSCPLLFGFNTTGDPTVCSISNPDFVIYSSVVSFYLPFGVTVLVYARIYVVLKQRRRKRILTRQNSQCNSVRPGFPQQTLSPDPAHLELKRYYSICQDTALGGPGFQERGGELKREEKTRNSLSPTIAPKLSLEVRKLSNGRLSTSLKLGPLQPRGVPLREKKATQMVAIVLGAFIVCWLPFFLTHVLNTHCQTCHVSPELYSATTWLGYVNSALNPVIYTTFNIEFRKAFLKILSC
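Cells at 1500/well, incubated overnight, then treated with pinned compounds (dopamine as control) for 90 min at 37 degrees C. DiscoveRx reagent added for 30 - 60 minutes at room temperature; luminescence read.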
GLP1R ag: agonists of human GLP-1 receptor | P43220 | HEK293 GLP-1R CRE-luciferase, luminescence, 4-6 h; cells express a hypersensitive GLP-1R form | Potency, µM (titrated, usually from 45.6 µM), without a hit: top-dose activation, hits mostly activators | 0.007% of 380,000 active; further: potency means the concentration at half of the fitted maximal effect; % of control where 0% means no effect
Target sequence (P43220 whole entry, looked up): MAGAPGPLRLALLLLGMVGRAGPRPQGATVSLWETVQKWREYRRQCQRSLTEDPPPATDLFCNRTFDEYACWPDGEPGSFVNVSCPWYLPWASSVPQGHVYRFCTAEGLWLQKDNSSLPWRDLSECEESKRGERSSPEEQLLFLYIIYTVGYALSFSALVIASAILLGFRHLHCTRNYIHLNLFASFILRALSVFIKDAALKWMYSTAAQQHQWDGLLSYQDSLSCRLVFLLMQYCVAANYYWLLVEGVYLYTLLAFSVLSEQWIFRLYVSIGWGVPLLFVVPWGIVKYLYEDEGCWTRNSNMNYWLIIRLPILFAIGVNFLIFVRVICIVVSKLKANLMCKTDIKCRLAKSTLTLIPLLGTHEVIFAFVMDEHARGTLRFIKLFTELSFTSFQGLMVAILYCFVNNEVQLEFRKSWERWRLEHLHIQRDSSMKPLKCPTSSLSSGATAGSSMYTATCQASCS
IL1B secr inh: inhibitors of inflammasome signaling (IL-1 beta secretion). THP-1 LPS/ATP IL-1B secretion, AlphaLISA, 16 h; active compounds read low. activity change, % at 57.5 µM. 4.7% of 360,000 active; in the data active means activity change below about -50%; inconclusive means mostly about -30% to -49%; further: on the % scale 0 is the no-effect control and ±100 the full control effect
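THP-1 cells pretreated 1 hr with compounds (up to 57.5 uM final), then stimulated with LPS (250 ng/mL final) plus ATP (1.25 mM final); secreted IL-1B measured by AlphaLISA after 16 hr, decreased signal indicating inhibition.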
HT1080 IDH1KD tx: kills HT-1080 cells with IDH1 knockdown; HT-1080 IDH1 knockdown viability, ATP luminescence, 48 h; Potency, µM (top dose mostly 46.1 µM), for the others: top-dose activity, negative = toxicity, usual class: cytotoxic; 2% of 360,000 active; AID 686971;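 further: potency means the concentration at half of the fitted maximal effect; 0% = DMSO wells and -100% = cell-free medium wells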
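After a 2 h attachment period, IDH1KD HT-1080 cells took pin-transferred compound for 48 h at 37 °C; ATP-based luminescence after 10 min room-temperature reagent incubation reported viability.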
SW480 rereplic: DNA re-replication induction in SW480 cells | 1.8% of 340,000 active | SW480 DNA re-replication, Hoechst DNA content imaging, 48 h | Potency, µM (highest dose often 46.1 µM), for the others: at the highest dose re-replication activation, hits mostly activators; further: potency means the concentration at half of the fitted maximal effect; % of control where 0% means no effect; nearly all actives have a fitted effect of over 55% in size
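SW480 cells exposed to compounds for 48 hr at 37 C, 5% CO2, then Hoechst-stained 40 min. Nuclear DNA content imaged by fluorescence scanning (405 nm excitation, 500-530 nm emission); re-replication scored as increased high-intensity nuclei.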
KB-3-1 cytotox: KB-3-1 parental cell cytotoxicity; Potency, µM (highest dose often 46.1 µM), for inactives: at the highest dose activity change, negative = cytotoxic, actives largely listed as cytotoxic; 1.4% of 400,000 active; KB-3-1 viability, CellTiter-Glo ATP luminescence, 72 h; AID 1347075; further: potency means the concentration at half of the fitted maximal effect; on the % scale 0 is the no-effect control and ±100 the full control effect; nearly all actives have a fitted effect of over 60% in size
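72 h, 37 °C compound treatment of KB-3-1 parental cells; CellTiter-Glo added, 10 min, luminescence read. Data corrected against DMSO-only plates and normalized before curve fitting.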
HT1080-NT tox: kills 2HG-producing HT-1080-NT fibrosarcoma cells; 1.6% of 360,000 active; Potency, µM (titrated, usually from 46.1 µM), without a hit: at the top dose activity, negative = less viability, actives largely listed as cytotoxic; HT-1080-NT fibrosarcoma viability, CellTiter-Glo ATP luminescence, 48 h;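 further: NT is the 2HG producing partner of a matched IDH1 knockdown line; potency means the concentration at half of the fitted maximal effect; 0% = DMSO-treated cells and -100% = media-only wells without cells; nearly all actives have a fitted effect of over 55% in size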
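Toxicity toward the 2HG-producing NT line was scored as %Activity, normalised to DMSO and no-cell wells, from CellTiter-Glo luminescence after 48 hours' treatment.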
DRD3 antagonist: blocks the human D3 dopamine receptor; max response, negative = inhibition, %; 2.5% of 360,000 active; AID 652054; D3R cells, DiscoveRx beta-arrestin luminescence, antagonist mode; active compounds read low; P35462; in the data active means max response below about -50%; inconclusive means no clear call, values can overlap the other calls; further: on the % scale 0 is the no-effect control and ±100 the full control effect; mostly tested at two doses, the higher about 12 µM
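Cells expressing the human receptor were seeded at 1500 cells/well, incubated overnight at 37 degrees C in 5% CO2, then exposed to library compounds with dopamine controls for 90 minutes at 37 degrees C before luminescent detection.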
The depositor's hits bear a star; ? = inconclusive; . = not tested or not shown; [ ] = another dose, or the depositor's remark. Unless noted, the call rests on the fitted dose curve; in most records, active means well fitted curve in the direction sought with a large enough effect; inconclusive means small, poorly fitted or top-dose-only effect, or another doubt; inactive means no such curve, though single readings can be large; an effect the other way counts as inactive or inconclusive.

SMILES	KB-V1 cytotox	DRD3 agonist	GLP1R ag	IL1B secr inh	HT1080 IDH1KD tx	SW480 rereplic	KB-3-1 cytotox	HT1080-NT tox	DRD3 antagonist
COc1ccc(C(=O)N[C@H](C(=O)OCc2nc3ccsc3c(=O)[nH]2)C(C)C)cc1	1.6%	-3.2	4.4%	23.6	-10.6%	-0.7%	2.3%	0.2%	0.0
COC(=O)c1ccc(C(=S)N2CCCCC2)cc1	-6.5%	0.7	-4.3%	-8.7	-0.7%	3.5%	6.7%	-2.1%	?
Cc1cccc(N(C(=O)Cn2nnc3ccccc32)C(C(=O)NCc2ccco2)c2ccncc2)c1C (stereo not drawn)	-6.2%	1.0	3.8%	11.0	10.5%	3.8%	14.0%	9.4%	0.0
COc1ccc(CC(NC(C)=O)C(=O)NC2CCN(c3c4c(nc5ncnn35)CCC4)CC2)cc1 (stereo not drawn)	17.9%	1.1	-8.7%	-8.6	3.6%	1.6%[9.22 µM]	8.6%	0.2%	9.6
CC(=O)NC1=NN(C(C)=O)C2(S1)C(=O)N(C(C)C)c1ccc(C)cc12 (stereo not drawn)	0.0%	-7.1	-5.8%	-11.0	1.6%	0.4%	-0.3%	5.8%	?
Cn1c(CCN2CCCC2)nc2cc(NC(=O)COc3ccc(Cl)cc3)ccc21	2.1%	-14.5	-3.9%	0.0	-22.7%	.	3.8%	-4.2%	0.0
O=C(Cn1nc(-c2ccco2)ccc1=O)Nc1ccc(Cl)c(Cl)c1	-9.0%	-2.2	9.5%	-23.4	-19.3%	-10.1%	0.1%	-14.4%	10.6
CC(C)CCNc1nc2c(c(=O)[nH]c(=O)n2C)n1CC(O)COC(C)C (stereo not drawn)	-6.0%	0.9	0.7%	-5.0	2.3%	3.7%	4.6%	3.8%	-0.4
CCC(C(=O)c1ccc(O)cc1)c1ccccc1 (stereo not drawn)	-2.8%	-4.2	7.5%	?	?	?	-14.7%	-3.7%	-5.1
COc1ccc(NC(=O)N2CCCC(C(=O)Nc3ccccc3OC)C2)cc1 (stereo not drawn)	3.8%	21.5	1.7%	-1.1	0.7%	-61.5%[inhibitor]	-7.7%	-0.6%	17.5
Cc1noc(C)c1NC(=O)N(C)C[C@H]1Oc2c(NC(=O)C3CC3)cccc2C(=O)N([C@H](C)CO)C[C@@H]1C	10.5%	2.3	-1.1%	22.5	6.9%	-4.2%	15.2%	20.7%	24.9
CCOC(=O)c1c(C)[nH]c(C(=O)COC(=O)c2ccc([N+](=O)[O-])o2)c1C	?	2.4	0.4%	30.6	-17.4%	-1.9%	?	-0.3%	-15.6
Cc1ccc(/C=C2/NC(=O)N(Cc3ccccc3F)C2=O)o1	22.8%	1.5	2.6%	-11.4	-22.1%	7.1%	9.7%	-19.6%	-4.6
CC(CCc1ccccc1)NC(=O)CCNS(=O)(=O)c1ccccc1 (stereo not drawn)	8.4%	12.4	2.3%	-3.4	13.4%	-95.2%[inhibitor]	0.7%	16.6%	2.6
Cc1noc(C)c1S(=O)(=O)N1CCN(c2ccccc2)CC1	-1.1%	2.5	5.8%	-10.3	1.7%	3.0%	-2.0%	3.3%	-19.8
Cc1ccc(C)c(SCC(=O)Nc2oc(C)c3c(C)n[nH]c(=O)c23)c1	-25.2%	3.3	4.5%	13.1	-4.5%	-1.5%	-5.1%	-6.2%	2.8
CC(C)(Oc1ccc(Cl)cc1)C(=O)OCC(=O)NCCc1ccc(S(N)(=O)=O)cc1	3.6%	-11.1	3.8%	-3.5	-12.2%	0.6%	-2.8%	-0.7%	-12.8
CC(C)NC(=O)C1(C)CN(S(C)(=O)=O)CC(=O)N1CCCN1CCOCC1 (stereo not drawn)	6.8%	9.7	.	0.0	?	.	6.8%	21.1%	19.6
O=C(Nc1cccc(-n2cnnn2)c1)c1ccco1	19.6%	-2.2	0.5%	1.1	8.9%	-7.3%	17.1%	12.8%	-24.4
COc1ccc(NS(=O)(=O)c2cc(NC(=O)[C@@H](NC(N)=O)C(C)C)ccc2C)cc1	-10.1%	-4.5	-5.7%	-5.8	-23.2%	?	?	-20.3%	-18.6
Cc1ccc(OCCSc2nnc(NC(=O)c3ccco3)s2)cc1	11.7%	1.0	-4.9%	3.4	14.4%	2.0%	8.3%	10.3%	-1.2
COc1ccc(C2C(C(=O)Nc3ccccc3OC)=C(C)Nc3ncnn32)cc1 (stereo not drawn)	7.0%	2.4	1.9%	-20.2	1.8%	0.4%	27.2%	9.3%	7.0
CC1=C(C(=O)N(C(C)C)C(C)C)CC(CC(=O)NC(c2ccccc2)c2ccccc2)C(=O)N1Cc1ccc(C(C)(C)C)cc1 (stereo not drawn)	?	-4.2	-4.6%	-59.4*	?	.	?	?	-20.7
Cc1ccc(NC(=O)CN2CCOCC2)cc1	14.9%	2.8	0.9%	8.8	11.0%	-2.3%	13.4%	5.7%	-0.5
COC(=O)Cc1csc(NC(=O)c2ccc3ncsc3c2)n1	-14.8%	1.4	14.2%	-18.7	11.8%	-7.5%	7.8%	10.9%	2.8

Three records picked at random from the list so far:
SMILES	KB-V1 cytotox	DRD3 agonist	GLP1R ag	IL1B secr inh	HT1080 IDH1KD tx	SW480 rereplic	KB-3-1 cytotox	HT1080-NT tox	DRD3 antagonist
CC1=C(C(=O)N(C(C)C)C(C)C)CC(CC(=O)NC(c2ccccc2)c2ccccc2)C(=O)N1Cc1ccc(C(C)(C)C)cc1 (stereo not drawn)	?	-4.2	-4.6%	-59.4*	?	.	?	?	-20.7
CC(=O)NC1=NN(C(C)=O)C2(S1)C(=O)N(C(C)C)c1ccc(C)cc12 (stereo not drawn)	0.0%	-7.1	-5.8%	-11.0	1.6%	0.4%	-0.3%	5.8%	?
Cc1ccc(NC(=O)CN2CCOCC2)cc1	14.9%	2.8	0.9%	8.8	11.0%	-2.3%	13.4%	5.7%	-0.5

Remaining list, next part:
SMILES	KB-V1 cytotox	DRD3 agonist	GLP1R ag	IL1B secr inh	HT1080 IDH1KD tx	SW480 rereplic	KB-3-1 cytotox	HT1080-NT tox	DRD3 antagonist
C/C(=N\NC(=O)COc1ccc(C)cc1[N+](=O)[O-])c1cccs1	-2.7%	-1.6	5.8%	-15.7	7.3%	?	-10.0%	23.4%	11.7
CCN(Cc1ccccc1)S(=O)(=O)c1ccc2c(c1)NC(=O)CC(=O)N2	17.0%	-1.5	5.2%	5.4	-4.0%	-13.9%	-1.3%	-4.4%	-6.8
CC(C)(c1ccccc1)c1ccc(OCCn2cnc3ccccc3c2=O)cc1	?	8.2	3.9%	?	-21.7%	15.9%	16.6%	-8.0%	17.7
O=C(O)C1CCCCN1C(=O)c1ccc(S(=O)(=O)N2CCCC2)cc1 (stereo not drawn)	0.0%	5.4	0.3%	5.0	19.0%	-10.6%	6.8%	14.5%	-5.7
Cc1ccc(NC(=O)CNS(=O)(=O)c2cccs2)cc1F	?	-8.1	-9.7%	-12.3	-0.8%	?	?	-1.6%	-16.1
COCCCNC(=O)C[C@@H]1C[C@@]2(C(=O)OC)CC(C)(C)CC=C2N(Cc2ccccc2)C1=O	-29.2%	0.9	.	-28.5	-3.6%	.	-4.5%	-0.5%	6.8
N#Cc1c(-c2ccccc2)cc(C2CC2)nc1SCC(=O)c1cccs1	?	1.7	-6.2%	24.6	21.4%	9.2µM*	-13.1%	15.0%	9.0
CC1=CC(C)(C)NC(=S)N1c1ccc(C)cc1C	?	-13.8	0.8%	-14.0	0.6%	-18.6%	?	-33.8%	-19.5
O=C(NC1CCCCC1)c1ccc2c(c1)N(Cc1ccc(Cl)cc1)C(=O)c1ccccc1S2(=O)=O	11.0%	8.8	-5.5%	.	.	.	-9.0%	.	.
Cc1cc(OCc2cc3c(cc2Cl)OCO3)c2c(C)cc(=O)oc2c1	-10.3%	-2.7	0.6%	1.9	1.5%	12.8%	0.2%	4.5%	-9.9
Cc1cc(C)c2nc(N3CCC(C(=O)NCC4CCCO4)CC3)sc2c1 (stereo not drawn)	?	0.9	-0.7%	8.8	-4.0%	-3.5%	6.3%	16.0%	13.1
CCOc1ccc2c(c1)C(C)=CC(C)(C)N2S(=O)(=O)c1ccc(C)cc1	5.8µM*	-1.8	5.5%	26.2	1.84µM*	13µM*	2.06µM*	1.3µM*	-18.6
CC(=O)Nc1ccc(C(=O)Nc2ccc(S(=O)(=O)Nc3nccc(C)n3)cc2)cc1	?	0.0	7.5%	4.7	2.8%	?	6.3%	7.4%	-10.2
CCCCNC(=O)CN1CCN(Cc2ccc3cc(OC)ccc3c2)CC1	-51.4%	3.2	-1.2%	-0.5	-13.0%	29.5%	?	-5.4%	1.0
COc1ccc(/C=C/C(=O)N(C)C2CCS(=O)(=O)C2)cc1 (stereo not drawn)	14.1%	10.1	5.5%	15.9	12.1%	?	9.0%	15.4%	9.2
CCN1C(C)=C(C)S/C1=C1\SC(=S)N(N)C1=O	5.3%	-2.7	1.3%	4.9	1.5%	6.8%	0.1%	18.2%	-6.1
O=C1NC(c2ccccc2)=NC1(NS(=O)(=O)c1ccccc1)C(F)(F)F (stereo not drawn)	-4.4%	-3.4	-15.5%	28.8	5.5%	-4.3%	22.6%	3.7%	-20.3

Compound profiles (already shown). Values in the order: KB-V1 cytotox | DRD3 agonist | GLP1R ag | IL1B secr inh | HT1080 IDH1KD tx | SW480 rereplic | KB-3-1 cytotox | HT1080-NT tox | DRD3 antagonist
Entry for CC1=CC(C)(C)NC(=S)N1c1ccc(C)cc1C → ? | -13.8 | 0.8% | -14.0 | 0.6% | -18.6% | ? | -33.8% | -19.5
Entry for C/C(=N\NC(=O)COc1ccc(C)cc1[N+](=O)[O-])c1cccs1 → -2.7% | -1.6 | 5.8% | -15.7 | 7.3% | ? | -10.0% | 23.4% | 11.7
Entry for CCCCNC(=O)CN1CCN(Cc2ccc3cc(OC)ccc3c2)CC1 → -51.4% | 3.2 | -1.2% | -0.5 | -13.0% | 29.5% | ? | -5.4% | 1.0

Screening data: PubChem BioAssay, National Center for Advancing Translational Sciences (NCATS)
